DYRK1A inh: blocks rat Dyrk1A kinase activity; inhibition, % at 12.5 µM; AID 504441; ADP-Glo luminescence, NFATc1 peptide; 310,000 tested, 0.43% active; Q63470; in the data active means inhibition above about 50%;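 further: plate controls were vehicle with enzyme for no effect and no enzyme for full effect; many of its hits are not listed in these tables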
Platelet DG rel: platelet dense granule release activity; AID 1663; 300,000 tested, 0.22% active; human platelet-rich plasma, SFLLRN dense granule ATP release, luminescence; inhibition, %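 (compounds screened at 7.5 µM in platelet-rich plasma)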;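 active means mean replicate score, as percent of positive control, at or above 50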
PolyA inhibitor: yeast polyadenylation inhibition. S. cerevisiae SKY197-pL101 polyadenylation reporter, beta-gal luminescence; efflux-impaired pdr1/pdr3 knockout yeast; score 100 = 6 SD above DMSO. calls only at 12 µM. 300,000 tested, 0.02% active;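 active means lowest replicate activity score at least 50, where 100 means six control SD above control mean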;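 further: yeast exposed to compound for 9 h at 30 °C; higher score means more reporter readthrough which indicates perturbed polyadenylation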
TRPC4 block: blocks the mouse TRPC4 cation channel; HEK293 TRPC4beta/mu-opioid, DAMGO-evoked Fluo4 calcium flux; active compounds read low; B-score at 10 µM; 300,000 tested, 0.39% active;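 active means B-score over 3 SD under the library average, no early fluorescence shift, positive overall ratio signal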
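Assay system: HEK293 cells with stable TRPC4beta plus mu-opioid receptor expression. Dosing: single dose. Measured by: Fluo4 Ca2+ flux fluorescence. Also added: DAMGO in two steps, submaximal then maximal. Read-out: B score from integrated Fluo4 fluorescence ratio.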
TRPC4 act: TRPC4 (mouse) channel activation; 310,000 tested, 0.49% active; B-score at 10 µM; HEK293 TRPC4beta/mu-opioid, Fluo4 calcium fluorescence; active compounds read high; Q9QUQ5; AID 2237;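 active means B-score above 5 SD of library B-scores, and initial fluorescence ratio not above library mean plus 5 SD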;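 further: positive B-score marks a calcium rise read as TRPC4 activation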
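Technique: kinetic Fluo4 calcium fluorescence; Test system: TRPC4beta and mu-opioid receptor HEK293 stable cells; Measure: B-scored integrated calcium fluorescence ratio; Benchmarks: low control buffer alone, high control maximal DAMGO; Schedule: 45 min room-temperature Fluo4 loading, 110 s read.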
KCNK3 block: human KCNK3 channel inhibition, primary screen; CHO-KCNK3 thallium flux, FluxOR fluorescence; active compounds read low; B-score at 10 µM; 340,000 tested, 0.84% active; AID 602410;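 active means B-score under library mean minus 4 SD, starting fluorescence ratio at most library mean plus 5 SD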;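 further: more negative B-score means stronger inhibition of thallium flux through KCNK3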
TRPC4 potent: allosterically enhances the mouse TRPC4 cation channel; 310,000 tested, 0.42% active; B-score at 10 µM; HEK293 TRPC4beta/mu-opioid, DAMGO EC20, Fluo-4 Ca2+ flux; active compounds read high; AID 2227;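 active means B-score of calcium response area above 5 SD of library B-scores, with initial fluorescence ratio within 5 SD of library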;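 further: B-score of integrated fluorescence ratio over time as area under calcium response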
KCNQ1 inh: inhibitors of human KCNQ1 potassium channel. CHO-K1 KCNQ1, FluxOR thallium flux fluorescence; active compounds read high. B-score at 10 µM. 310,000 tested, 1.3% active;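 active means compounds whose thallium flux B-score, printed positive for inhibition, exceeds three library SD while starting fluorescence stays within three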;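 further: channel opened by potassium depolarization with thallium stimulus after 20 min compound exposure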
Target sequence (P51787 whole entry, looked up): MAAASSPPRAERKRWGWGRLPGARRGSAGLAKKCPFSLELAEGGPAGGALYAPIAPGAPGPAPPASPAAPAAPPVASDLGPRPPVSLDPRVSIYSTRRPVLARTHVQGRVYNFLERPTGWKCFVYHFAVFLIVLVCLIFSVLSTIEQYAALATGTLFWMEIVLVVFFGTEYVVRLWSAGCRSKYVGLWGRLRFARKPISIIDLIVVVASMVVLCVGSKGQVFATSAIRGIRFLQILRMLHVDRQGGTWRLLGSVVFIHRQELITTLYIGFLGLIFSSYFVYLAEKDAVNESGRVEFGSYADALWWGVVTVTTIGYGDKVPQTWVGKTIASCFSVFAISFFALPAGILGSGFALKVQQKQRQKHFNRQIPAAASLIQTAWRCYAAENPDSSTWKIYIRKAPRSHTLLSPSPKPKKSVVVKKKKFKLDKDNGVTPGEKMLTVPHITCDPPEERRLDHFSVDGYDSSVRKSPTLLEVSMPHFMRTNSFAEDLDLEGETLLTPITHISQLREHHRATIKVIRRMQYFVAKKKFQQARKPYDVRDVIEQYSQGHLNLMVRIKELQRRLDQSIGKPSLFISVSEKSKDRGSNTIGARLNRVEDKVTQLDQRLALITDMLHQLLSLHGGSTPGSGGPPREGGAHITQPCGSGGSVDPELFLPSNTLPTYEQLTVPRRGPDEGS
hERG protect: hERG (human) protection from proarrhythmic block. Q12809. activation (rescue from dofetilide block), less the hit threshold, % at 10 µM. AID 1511. 310,000 tested, 0.51% active. CHO-hERG, FluxOR thallium flux, dofetilide IC70 present;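 active means activation above the mean of controls blocked by dofetilide plus 5 SD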;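 further: thallium influx through hERG after potassium depolarization seen as dye fluorescence rise; in these data hits start at about 4.7%; inactives centre near -7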
KCNK9 inh: blocks the human KCNK9 two-pore domain potassium channel. B-score at 10 µM. 310,000 tested, 1.2% active. HEK293 KCNK9, FluxOR thallium flux fluorescence; active compounds read low. AID 488922;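 active means ratio B-score over 3 SD below the library mean, with starting fluorescence within 5 SD of its mean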;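 further: negative B-score means less thallium flux so channel inhibition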
Target sequence (Q9NPC2 whole entry, looked up, the tested form may be a part): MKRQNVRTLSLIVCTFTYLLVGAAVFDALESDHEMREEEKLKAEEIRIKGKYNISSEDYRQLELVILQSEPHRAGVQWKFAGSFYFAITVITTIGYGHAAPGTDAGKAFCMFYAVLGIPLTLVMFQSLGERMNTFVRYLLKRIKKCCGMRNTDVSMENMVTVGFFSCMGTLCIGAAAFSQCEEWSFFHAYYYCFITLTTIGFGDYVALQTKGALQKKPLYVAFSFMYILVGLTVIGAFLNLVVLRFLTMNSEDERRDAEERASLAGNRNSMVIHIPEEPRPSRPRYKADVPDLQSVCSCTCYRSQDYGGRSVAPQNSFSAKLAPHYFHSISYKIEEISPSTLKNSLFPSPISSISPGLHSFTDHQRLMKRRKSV
KCNQ1 pot: potentiators or activators of human KCNQ1 potassium channel | CHO-K1 KCNQ1, thallium flux FluxOR fluorescence; active compounds read high | B-score at 10 µM | 310,000 tested, 0.35% active;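 active means fluorescence ratio B-score, a plate-corrected score, at least three library SD, with initial intensity B-score within 5 SD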
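Assay system: CHO-K1 cells stably expressing KCNQ1; Medium: assay buffer with matched DMSO; Also added: K+/Tl+ depolarizing stimulus; Dosing: single dose; Timing: dye 90 min, compound 20 min, room temperature; Measured by: kinetic FluxOR thallium fluorescence, 10-s 1-Hz baseline, 110-s post-stimulus read; Read-out: peak-minus-minimum fluorescence over initial fluorescence, negative-control normalized, B-scored.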
Active calls of the source: *; i = inactive; . = no result given. Only part of the results is shown; count on the stated rates, not on these rows.

SMILES	DYRK1A inh	Platelet DG rel	PolyA inhibitor	TRPC4 block	TRPC4 act	KCNK3 block	TRPC4 potent	KCNQ1 inh	hERG protect	KCNK9 inh	KCNQ1 pot
CCOC(=O)CSc1nc(N)c(C(=O)Nc2ccc(N(C)C)cc2)s1	-1	29	i	i	i	i	i	i	-18	i	i
Cc1n[nH]c(C)c1S(=O)(=O)NCCc1ccc(Cl)cc1	3	11	i	i	i	i	i	i	-6	i	i
O=C(Nc1nccs1)c1ccc(-c2ccc(F)cc2)o1	-3	0	i	i	i	i	i	i	-11	i	i
O=C(c1cc2ccccc2oc1=O)N(c1ccc(Cl)cc1)C1C=CS(=O)(=O)C1 (stereo unspecified)	-3	-7	i	i	i	i	i	i	-8	i	i
COc1ccc(CCNC(=O)C(=O)c2cn(CC(=O)N3CCOCC3)c3ccccc23)cc1OC	-1	11	i	i	i	i	i	i	-4	i	i
Cc1ccc(S(=O)(=O)N(C)c2c(C)ccc(S(=O)(=O)N3CCN(C=O)CC3)c2C)cc1	-5	5	i	i	i	i	i	i	-4	i	i
COc1cccc(CCc2nnc(CCC(=O)NCCC3CCCCO3)o2)c1 (stereo unspecified)	-1	2	i	i	i	i	i	i	-3	i	i
Cc1ccc(N/C(N)=N/c2nc(CSc3ccccn3)cc(=O)[nH]2)c(C)c1	4	1	i	i	i	i	i	i	-1	i	i
CC(C)C(=O)Nc1ccc2nn(-c3ccccc3)nc2c1	0	0	i	i	i	i	i	i	-9	i	i
CCc1ccc(NC(=O)Cc2ccc(-n3cccc3)cc2)cc1	-3	9	i	i	i	i	i	i	-7	i	i
Cc1cc(CSc2ccccc2)ccc1NC(=O)c1ccc(C)c([N+](=O)[O-])c1	1	2	i	i	i	i	i	i	-4	i	i
COc1cc(NC(=O)CSc2ncnc3scc(-c4ccccc4)c23)c(C(=O)O)cc1OC	1	-17	i	i	i	i	i	i	-7	i	i
O=C(NCC(c1ccco1)N1CCc2ccccc21)c1c(F)cccc1F (stereo unspecified)	-7	0	i	i	i	i	i	i	-6	i	i
COC(=O)c1cccc(NC(=O)c2cccc([N+](=O)[O-])c2)c1	19	-3	i	i	i	i	i	i	1	i	i
O=S(=O)(c1ccc(Cl)cc1)n1ccc(-c2cccc(OCc3c(F)cccc3Cl)c2)n1	-2	1	i	i	i	i	i	i	-8	i	i
Cc1cc(C)c(NC(=O)c2ccccc2CCc2ccccc2)c(C)c1	37	-5	i	i	i	i	i	i	-8	i	i
CC(C)CC(NC(=O)c1ccccc1)C(=O)OCC(=O)Nc1ccc(Br)cn1 (stereo unspecified)	12	9	i	.	i	i	i	i	-13	i	i
O=C(Nc1ccc2nc(-c3cccs3)c(-c3cccs3)nc2c1)N1CCOCC1	-3	-2	i	.	i	i	i	i	-6	i	i
CCC(=O)Nc1ccc(N2CCN(Cc3ccccc3)CC2)cc1	3	-3	i	i	i	i	i	i	-6	i	i
COC(=O)C(C)Sc1nc2c(c(=O)n1-c1ccccc1)SCC2 (stereo unspecified)	7	-2	i	i	i	i	i	i	-12	i	i
O=C(N/N=C/c1ccc([N+](=O)[O-])o1)c1cn(-c2ccccc2)nc1-c1ccc(F)cc1	.	1	i	i	i	.	i	i	-4	i	i
CC(C)(C)NS(=O)(=O)c1ccc(CCC(=O)Nc2ccc3c(c2)OCCO3)cc1	1	-2	i	i	i	i	i	i	-5	i	i
CCCCNc1ncnc2c1cnn2-c1ccc(Cl)cc1	-10	3	i	i	i	i	i	i	1	i	i
COc1cccc(CN(C)CC(=O)Nc2c(C)cccc2C(C)C)c1	-3	-5	i	i	i	i	i	i	-15	i	i
COc1ccc(C(=O)Nc2nc(-c3ccc([N+](=O)[O-])cc3)c(-c3ccccc3)s2)cc1	-6	1	i	i	i	i	i	i	-9	i	i

Next section:
SMILES	DYRK1A inh	Platelet DG rel	PolyA inhibitor	TRPC4 block	TRPC4 act	KCNK3 block	TRPC4 potent	KCNQ1 inh	hERG protect	KCNK9 inh	KCNQ1 pot
CCOc1ccc(NC(=O)CN(C)C(=O)CSC(C)C(=O)Nc2cc(C)on2)cc1OCC (stereo unspecified)	-3	22	i	i	i	i	i	i	-10	i	i
COc1cccc(/C=N/NC(=O)CNC(=O)c2cccs2)c1O	-3	-3	i	i	i	i	i	i	-11	i	i
NNC(=O)c1cc(C23CC4CC(CC(C4)C2)C3)[nH]n1	7	-9	i	i	i	i	i	i	-5	i	i
COc1ccc(-c2nn(-c3ccccc3)cc2C(=O)Nc2nc(CC(C)=O)ns2)cc1	7	4	i	i	i	i	i	i	-5	i	i
COc1ccc(N(CC(=O)NCc2cccc(OC)c2)S(=O)(=O)c2c(C)noc2C)cc1	1	-6	i	i	i	i	i	i	-9	i	i
O=C1CCCc2cc(S(=O)(=O)N3CCC(C(=O)NCc4ccccc4)CC3)ccc2N1	7	3	i	i	i	i	i	i	-9	i	i
Cc1ccc(-n2ncc(C#N)c2N)cc1	.	2	i	i	i	i	i	i	-4	i	i
O=C(Nc1nccs1)c1cccc(N2C(=O)C3C4C=CC(C4)C3C2=O)c1 (stereo unspecified)	-1	12	i	i	i	i	i	i	-8	i	i
Cc1ccc(OS(=O)(=O)c2c(C)nn(C)c2Cl)c(C)c1	-5	-1	i	i	i	i	i	i	-12	i	i
Cc1cc(C)c(C(=O)COC(=O)[C@H](C)Nc2ccc(C(F)(F)F)cc2[N+](=O)[O-])c(C)c1	.	3	i	i	i	i	i	i	-12	i	i
CCCCc1[nH]c(=O)c(C#N)c2c1CSC(C)(C)C2	2	-8	i	i	i	i	i	i	-4	i	i
O=C(N/N=C/c1ccc(O)c([N+](=O)[O-])c1)c1ccncc1	23	38	i	i	i	i	i	i	-6	i	i
Cc1noc(C)c1C(=O)NNc1ccc(C(C)C)cc1	.	-3	i	i	i	i	i	i	-9	i	i
COC(=O)c1cnc(Nc2cc(C)ccc2OC)c2ccccc12	2	-6	i	i	i	i	i	i	-7	i	i
CCn1cc(C2=NOC(C(=O)Nc3ccccc3C(=O)OC)C2)c(C)n1 (stereo unspecified)	2	5	i	i	i	i	i	i	-7	i	i
CC(NS(=O)(=O)c1ccc(CCC(=O)NCc2ccco2)cc1)c1ccccc1 (stereo unspecified)	1	-21	i	i	i	i	i	i	-9	i	i
O=C(COCc1cc(-c2ccco2)on1)NC1CCCCC1	-7	-4	i	i	i	i	i	i	-7	i	i
O=C(COC(=O)c1cc(S(=O)(=O)N2CCOCC2)ccc1Cl)Nc1ccc2c(c1)OCO2	0	-4	i	i	i	i	i	i	-11	i	i
CC(c1ccccc1)N(CC(=O)NC1CCCCC1)S(=O)(=O)c1cccc(C(F)(F)F)c1 (stereo unspecified)	-7	-2	i	i	i	i	i	i	-9	-8.2*	i
Cc1ccnc(NCc2cccc3ccccc23)c1	3	5	i	i	i	i	i	i	-2	i	i
Cc1cc(C)c2[nH]c(C(=O)N3CCC(n4nccc4NC(=O)C4CC4)CC3)c(C)c2c1	.	-1	i	i	i	i	i	i	-8	i	i
CCOc1ccc(NC(=O)N[C@@H](Cc2ccccc2)C(=O)O)cc1	-10	3	i	i	i	i	i	i	-13	i	i
COc1ccc(OC)c2c1CC(C)(C)NC2=O	-4	5	i	i	i	i	i	i	0	i	i
CCCc1nc2ccccc2c(C(=O)OCC(=O)c2ccc3c(c2)NC(=O)CO3)c1CC	-4	17	i	i	i	i	i	i	-9	i	i
COc1cc([N+](=O)[O-])ccc1NC(=O)Nc1ccc2c(c1)OCCO2	6	11	i	i	i	i	i	i	4.6*	i	i

The closing 3 compounds of the section before open the next one:
SMILES	DYRK1A inh	Platelet DG rel	PolyA inhibitor	TRPC4 block	TRPC4 act	KCNK3 block	TRPC4 potent	KCNQ1 inh	hERG protect	KCNK9 inh	KCNQ1 pot
COc1ccc(OC)c2c1CC(C)(C)NC2=O	-4	5	i	i	i	i	i	i	0	i	i
CCCc1nc2ccccc2c(C(=O)OCC(=O)c2ccc3c(c2)NC(=O)CO3)c1CC	-4	17	i	i	i	i	i	i	-9	i	i
COc1cc([N+](=O)[O-])ccc1NC(=O)Nc1ccc2c(c1)OCCO2	6	11	i	i	i	i	i	i	4.6*	i	i
O=C(CSc1nccc(=O)[nH]1)N1CCN(c2ccccc2)CC1	-3	1	i	i	i	i	i	i	-3	i	i
CC(C)COCC(O)CC(Cc1ccccc1)C(=O)NN (stereo unspecified)	3	0	i	i	i	i	i	i	-3	i	i
O=C(Cc1ccc(S(=O)(=O)N2CCOCC2)s1)Nc1ccccc1N1CCOCC1	.	8	i	i	i	i	i	i	-19	i	i
CC(=O)c1ccc(S(=O)(=O)NC2CCSc3ccccc32)cc1 (stereo unspecified)	-6	13	i	i	i	i	i	i	-8	i	i
CN(C)c1ccc(N/C=C/C(=O)c2ccco2)cc1	3	68*	i	i	i	i	i	i	-8	i	i
CC(=O)Nc1cccc(-c2nn[nH]n2)c1	42	4	i	i	i	i	i	i	-9	i	i
O=C(NNC(=S)Nc1ccc(Cl)cc1Cl)c1ccncc1	3	4	i	i	i	i	i	i	-12	i	i
COc1ccc(/C=C(\C#N)C(=O)c2cccn2C)cc1	5	-1	i	i	i	i	i	i	-6	i	i
O=S(=O)(Nc1cc(S(=O)(=O)N2CCOCC2)ccc1N1CCOCC1)c1ccc2c(c1)OCCO2	3	1	i	i	i	i	i	i	-14	i	i
O=C(CCCN1C(=O)S/C(=C\c2ccccc2)C1=O)NNC(=O)c1ccccc1O	9	14	i	i	i	i	i	i	-8	i	i
CCN1CCN(c2ncnc3c2cnn3-c2ccccc2)CC1	3	13	i	i	i	i	i	i	-11	i	i
Cn1cc(C(=O)c2cccc(Cl)c2)cc1C#N	-4	2	i	i	i	i	i	i	-3	i	i
Cc1ccc(C(C)NC(=S)NCc2ccc(F)cc2)cc1C (stereo unspecified)	-5	1	i	i	i	i	i	i	-9	i	i
COCCNc1ccc(-c2n[nH]c(=O)c3ccccc23)cc1[N+](=O)[O-]	1	5	i	i	i	i	i	i	-2	i	i
O=C(Nc1ccc(F)cc1F)c1cc2nc3c(c(C(F)(F)F)n2n1)CCCC3	4	-12	i	i	i	i	i	i	-5	i	i
CC(C)c1c(O)nc(SCCOc2ccc(Cl)cc2)[nH]c1=O	1	-2	i	i	i	i	i	i	-7	i	i
Cc1cc(C(F)(F)F)nc(CCNCc2c(C(=O)N3CCCC3)nc3ccccn23)n1	-2	-2	i	i	i	i	i	i	-6	i	i
N#CCc1nc2n(n1)Cc1ccccc1-2	0	-3	i	i	i	i	i	i	-1	i	i

Assay outcomes: PubChem, several laboratories
